POLI inh: inhibitors of human DNA polymerase iota; Q9UNA4; Pol iota fluorescent replication assay, 10 min; Potency, µM (highest dose often 115 µM), for the others: top-dose activity, negative = inhibition, actives largely listed as inhibitors; 1% of 390,000 active; AID 588590; note: potency is the fitted concentration of half-maximal effect
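Pol iota at 10 nM preincubated 15 min with compounds at room temperature; reaction started with fluorescent substrate, 50 nM final. Fluorescence read kinetically at 0 and 10 min; buffer-only wells as negative control.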
Glioma ERSR ind: ER stress response induction in glioma. U87-MG GRP78 promoter luciferase reporter, 16 h. Potency, µM, inactives show at the highest dose activation, most hits filed as activators. 0.02% of 420,000 active. AID 602332; note: potency is the fitted concentration of half-maximal effect; series mostly up to about 76 µM; % of control where 0% means no effect; nearly all actives have a fitted effect of over 35% in size
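Stably transfected U87-MG human glioma cells carrying a GRP78-based luminescent sensor were seeded at 1000 cells/well, pin-dosed with compounds and incubated 16 h. Luciferase reagent was then added, and end-point luminescence was read after 10 min at room temperature.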
APE1 inh: blocks human APE1 abasic DNA cleavage; recombinant APE1, TAMRA/BHQ-2 abasic DNA cleavage fluorescence; Potency, µM (titrated, usually from 65.8 µM), inactives show top-dose activity change, negative = inhibition, most hits filed as inhibitors; 0.35% of 350,000 active; AID 2517;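 note: potency is the fitted concentration of half-maximal effect; plate controls were vehicle for no effect and reference inhibitor for full effect; nearly all actives have a fitted effect of over 55% in size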
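Measures dequenching upon AP-site incision of a 5'-TAMRA/3'-BHQ-2 THF-containing duplex, 50 nM; human APE1 0.75 nM after 15 min room-temperature exposure to compound; kinetic three-point read at one-minute spacing.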
POLH inh: inhibitors of human DNA polymerase eta; recombinant Pol eta, fluorescent DNA replication assay; Potency, µM (highest dose often 114 µM), for the others: top-dose activity change, negative = inhibition, most hits filed as inhibitors; 1.2% of 390,000 active; note: potency is the fitted concentration of half-maximal effect; % is set by controls: 0 for no effect and ±100 for the full control effect
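Pol eta (10 nM) was preincubated with compounds for 15 min at room temperature, after which fluorescent replication substrate (50 nM final) was added to start the reaction. Fluorescence was read kinetically at 0 and 10 min.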
LDHA inh: inhibitors of human lactate dehydrogenase A. purified LDHA, NADH/diaphorase-resazurin fluorescence; stronger effect = lower value. activity change, % (values are at about 110 or 230 µM). 0.15% of 480,000 active; in the data active = activity change below about -30%; inconclusive = mostly about -25% to -30%;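 note: plate controls were DMSO wells for no effect and wells without enzyme for full effect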
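Enzyme activity of human lactate dehydrogenase 5 (2 nM; 0.06 mM NADH, 0.2 mM pyruvate, 5 min, RT) is measured via a resazurin/diaphorase fluorescence readout of residual NADH.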
Apoferritin bind: candidate novel general anesthetic via apoferritin binding | 0.074% of 350,000 active | Potency, µM (top dose mostly 77.5 µM), without a hit: at the top dose activity change, negative = displacement, most hits filed as inhibitors | P02791 | apoferritin/1-aminoanthracene competitive binding, fluorescence | AID 485281; note: potency is the fitted concentration of half-maximal effect; % is set by controls: 0 for no effect and ±100 for the full control effect; nearly all actives have a fitted effect of over 20% in size
Target sequence (P02791 2-175 limits assumed): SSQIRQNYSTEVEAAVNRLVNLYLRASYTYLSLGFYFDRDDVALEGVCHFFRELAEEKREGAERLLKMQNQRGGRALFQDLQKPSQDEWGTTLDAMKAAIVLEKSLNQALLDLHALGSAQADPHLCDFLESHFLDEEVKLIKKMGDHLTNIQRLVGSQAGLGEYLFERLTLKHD
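Read-out: endpoint 1-AMA fluorescence, excitation 380 nm and emission 535 nm, after compounds sit 10 min at room temperature with 10 uM horse-spleen apoferritin in 50% saturated 1-AMA/PBS. Values come from four-parameter Hill fits.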
POLB inh: blocks human DNA polymerase beta activity; P06746; Pol beta primer extension/strand displacement, fluorescence kinetic; Potency, µM (doses to about 114 µM), for the others: top-dose activity change, negative = inhibition, most hits filed as inhibitors; 1.3% of 340,000 active; AID 485314; note: potency is the fitted concentration of half-maximal effect; % is set by controls: 0 for no effect and ±100 for the full control effect
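Curves were derived by four-parameter Hill fits of normalized qHTS data. The kinetic fluorescent primer-extension read was taken at 0 and 10 min after 50 nM substrate, following a 15 min room-temperature preincubation of 10 nM enzyme with compounds.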
BLM helicase inh: Bloom syndrome helicase (human) inhibition; Potency, µM (series often up to 56.1 µM), for inactives: top-dose activity change, negative = inhibition, usual class: inhibitors; 0.2% of 350,000 active; AID 2528; recombinant BLM DNA unwinding, fluorescence dequenching;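 note: potency is the fitted concentration of half-maximal effect; plate controls were vehicle for no effect and no enzyme for full effect; nearly all actives have a fitted effect of over 35% in size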
POLK inh: inhibitors of human DNA polymerase kappa; Q9UBT6; purified Pol kappa, fluorescent DNA synthesis assay, 10 min; Potency, µM (titrated, usually from 107 µM), for inactives: at the highest dose activity, negative = inhibition, actives largely listed as inhibitors; 0.53% of 400,000 active; AID 588579; note: potency is the fitted concentration of half-maximal effect; % is set by controls: 0 for no effect and ±100 for the full control effect
Target sequence (Q9UBT6 whole entry, looked up): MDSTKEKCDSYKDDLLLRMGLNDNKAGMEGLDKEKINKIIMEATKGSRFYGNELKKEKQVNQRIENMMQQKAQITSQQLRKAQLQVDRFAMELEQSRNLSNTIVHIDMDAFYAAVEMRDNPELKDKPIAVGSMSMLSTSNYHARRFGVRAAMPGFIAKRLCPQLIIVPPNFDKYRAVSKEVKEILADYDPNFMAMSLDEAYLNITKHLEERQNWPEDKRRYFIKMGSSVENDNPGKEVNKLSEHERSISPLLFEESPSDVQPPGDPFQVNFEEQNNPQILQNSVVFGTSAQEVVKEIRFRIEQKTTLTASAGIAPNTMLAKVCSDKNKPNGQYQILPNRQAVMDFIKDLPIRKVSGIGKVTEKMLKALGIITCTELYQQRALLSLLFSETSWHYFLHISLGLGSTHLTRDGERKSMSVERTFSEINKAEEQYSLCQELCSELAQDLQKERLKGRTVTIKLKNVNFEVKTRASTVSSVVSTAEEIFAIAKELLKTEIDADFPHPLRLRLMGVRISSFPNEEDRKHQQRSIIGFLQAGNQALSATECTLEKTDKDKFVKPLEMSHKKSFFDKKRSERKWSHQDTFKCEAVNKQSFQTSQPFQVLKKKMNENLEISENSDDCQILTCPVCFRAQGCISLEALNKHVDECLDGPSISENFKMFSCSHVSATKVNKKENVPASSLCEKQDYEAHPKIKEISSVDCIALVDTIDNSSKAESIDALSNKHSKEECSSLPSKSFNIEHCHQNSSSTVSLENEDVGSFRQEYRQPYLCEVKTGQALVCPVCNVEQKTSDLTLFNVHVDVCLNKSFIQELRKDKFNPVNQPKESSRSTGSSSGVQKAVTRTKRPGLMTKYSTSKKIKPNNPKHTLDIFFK
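Inhibition of 10 nM Pol kappa is measured by a fluorescent read-out at 0 and 10 min following addition of 50 nM substrate (final), with a 15-min room-temperature compound preincubation.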
The depositor's hits bear a star; ? = inconclusive; . = not tested or not shown; & = joins results of further samples; [ ] = another dose, or the depositor's remark. Unless noted, calls come from the whole dose curve; as a rule, active = well fitted curve in the direction sought with a large enough effect; inconclusive = small, poorly fitted or top-dose-only effect, or another doubt; inactive = no such curve, though single readings can be large; an effect the other way counts as inactive or inconclusive.

SMILES	POLI inh	Glioma ERSR ind	APE1 inh	POLH inh	LDHA inh	Apoferritin bind	POLB inh	BLM helicase inh	POLK inh
O=C(CN1CCN(c2ncc(C(F)(F)F)cc2Cl)CC1)NCCNc1ncc(C(F)(F)F)cc1Cl	22%	0%	0%	-25%	3	-9%	-26%	-13%	-6%
C/C(=N\NC(=O)c1cccc(F)c1)c1ccc(Br)s1	20%	0%	-2%	-3%	-3	-10%	22%	-1%	2%
COc1ccc(-c2noc(CCC(=O)Nc3nc4ccccc4s3)n2)cc1	-4%	-3%	0%	-12%	-5	-6%	-10%	-3%	-11%
Cc1cc(C)n(C(=O)C(C(=O)c2ccccc2)C(C)C)n1 (configuration not stated)	46%[activator]	-4%	2%	-9%	-7	6%	2%	3%	-5%
Cc1noc(C)c1COC(=O)c1cc2c3ccccc3n(C)c2s1	27%	1%	8%	-16%	9	-9%	-9%	-14%	-8%
Cc1cnc(-c2nnc(N(C)C(=O)C3CCCO3)s2)cn1 (configuration not stated)	5%	0%	-2%	3%	5	-9%	-1%	-7%	-4%
C/C(=N\NC(=O)CN1CCCCC1)c1cccc([N+](=O)[O-])c1	14%	6%	.	1%	-3	.	.	.	-3%
CN1C(=O)CC(Sc2ccccc2C(=O)O)C1=O (configuration not stated)	-2%[58.9 µM]	-2%	1%	-5%	-2	-5%	10%	2%	1%
CCOC(=O)CNC(=O)c1cc(-c2ccc3c(c2)OCCO3)oc1C	23%	0%	-7%	-10%	4	9%	2%	0%	-17%
Cc1ccc(CNC(=O)C2CCN(S(=O)(=O)N3CCOCC3)CC2)cc1	-10%	-1%	15%	-10%	-4	-14%	21%	-2%	-13%
COc1cc(-c2noc(-c3cccs3)n2)cc(OC)c1OC	18%	2%	3%	-2%	0	-6%	6%	2%	-9%
CCSc1ncc(Cl)c(C(=O)Nc2ccccc2Cl)n1	?	-3%	49%[activator]	-4%	-14	-6%	2%	0%	-4%
CCCc1cc(=O)oc2cc(C)cc(OCC(=O)NC(Cc3ccc(Cl)cc3)C(=O)O)c12 (configuration not stated)	-1%	-3%	5%	-1%	-2	-12%	-2%	1%	2%
CN(C)CCCNc1ncnc2scc(-c3ccccc3)c12	129%[activator]	-5%	8%	-11%	-24	-6%	-6%	-7%	-3%
Nc1nnc(CSCc2ccc(Cl)cc2Cl)s1	30%[activator]	4%	5%	-10%	-9	?	6%	-5%	-11%
CCOC(=O)c1ccc(N2C(=O)C=C(N3CCOCC3)C2=O)cc1	3%	1%	5%	2%	3	-2%	10%	-3%	-23%
O=C(NNC(=O)c1ccccc1F)c1ccc2nc[nH]c2c1	-25%	-1%	-5%	?	3	-4%	?	-20%	-15%
Cc1cc(C)nc(-n2nc(C)cc2NC(=O)CN2CCC(C)CC2)n1	3%	-4%	3%	-11%	1	-21%	3%	0%	4%
CCOc1ccccc1NC(=O)N1CCC(N2CCN(Cc3ccccc3)C(=O)C2=O)CC1	21%	-3%	.	1%	-18	-4%	-18%	-2%	1%[60.1 µM]
O=C(COC(=O)c1ccc2[nH]c3c(c2c1)CCCC3)NC1CCS(=O)(=O)C1 (configuration not stated)	59%[activator]	-3%	-2%	-12%	-1	3%	-10%	0%	-5%
O=C(/C=C/Nc1ccccc1Br)c1ccccn1	2%	-18%	-3%	-15%	-7	-9%	5%	-10%	-5%
COc1ccccc1N1CC(C(=O)Nc2cc(C(F)(F)F)ccc2N2CCCC2)CC1=O (configuration not stated)	4%	-4%	-4%	-18%	-2	.	.	.	-1%
CCOCCCNC(=S)N1CCN(C(=O)C(=O)Nc2ccc(C(=O)OC)cc2)CC1	15%	-4%	7%	-14%	-9	-10%	-8%	3%	-14%
Nc1cccc2c1C(=O)N(Cc1nnc(-c3ccccc3Br)o1)C2=O	-6%	2%	45%[activator]	-16%	0	290%[activator]	?	-3%	-8%

Four of the compounds above, with each value named.
> O=C(/C=C/Nc1ccccc1Br)c1ccccn1
- POLI inh: 2%
- Glioma ERSR ind: -18%
- APE1 inh: -3%
- POLH inh: -15%
- LDHA inh: -7
- Apoferritin bind: -9%
- POLB inh: 5%
- BLM helicase inh: -10%
- POLK inh: -5%

> COc1ccccc1N1CC(C(=O)Nc2cc(C(F)(F)F)ccc2N2CCCC2)CC1=O (configuration not stated)
- POLI inh: 4%
- Glioma ERSR ind: -4%
- APE1 inh: -4%
- POLH inh: -18%
- LDHA inh: -2
- Apoferritin bind: .
- POLB inh: .
- BLM helicase inh: .
- POLK inh: -1%

> CCOCCCNC(=S)N1CCN(C(=O)C(=O)Nc2ccc(C(=O)OC)cc2)CC1
- POLI inh: 15%
- Glioma ERSR ind: -4%
- APE1 inh: 7%
- POLH inh: -14%
- LDHA inh: -9
- Apoferritin bind: -10%
- POLB inh: -8%
- BLM helicase inh: 3%
- POLK inh: -14%

> Nc1cccc2c1C(=O)N(Cc1nnc(-c3ccccc3Br)o1)C2=O
- POLI inh: -6%
- Glioma ERSR ind: 2%
- APE1 inh: 45%[activator]
- POLH inh: -16%
- LDHA inh: 0
- Apoferritin bind: 290%[activator]
- POLB inh: ?
- BLM helicase inh: -3%
- POLK inh: -8%

Additional results.
SMILES	POLI inh	Glioma ERSR ind	APE1 inh	POLH inh	LDHA inh	Apoferritin bind	POLB inh	BLM helicase inh	POLK inh
CC(=O)NCCOc1nc(N(C)C)nc(N(C)C)n1	21%	-3%	-11%	-5%	-10	4%	-15%	-3%	-5%
Cc1ccc(N(C(=O)c2csnn2)C(C(=O)NC2CCCC2)c2ccccn2)c(C)c1 (configuration not stated)	227%[activator]	-1%	-11%	-19%	0	-2%	52%	-1%	-2%
CSc1nsc(SCC(=O)NC2CCCCC2)n1	6%	1%	11%	-10%	-4	-2%	35%	-1%	-11%
CN(/N=C/c1ccc(C(C)(C)C)cc1)C1=NCCN1	69%[activator]	-9%	-10%	-6%	-5	-14%	12%	4%	4%
O=[N+]([O-])c1ccc(-c2cccnc2)cc1	9%	-1%	.	-5%	2	.	.	.	-11%
Cc1cccc(NC(=O)CN2CCc3cc4c(cc3C2)OCCCO4)c1	45%[activator]	0%	48%[activator]	-11%	-8	?	-1%	-2%	-3%
CC1CCCCC1NC(=O)NC(=O)COC(=O)c1cncc(Br)c1 (configuration not stated)	31%[activator]	-4%	6%	-8%	1	.	.	.	11%
Cc1occc1-c1nnc(SCC(=O)N(C)CCC#N)n1N	4%	-3%	7%	-10%	-3	-3%	2%	-1%	-12%
CC1=CC(C)C(C(=O)O)C(C(=O)N2CCN(C)CC2)C1 (configuration not stated)	76%[activator]	0%	-1%	-2%	2	-3%	13%	1%	-4%
COc1ccc(CCNC(=O)c2cc3sccc3n2Cc2ccc(Cl)cc2)cc1OC	13%	-3%	.	-13%	2	55%[activator]	10%	-10%	-8%
N#Cc1cc(Cl)c(N2CCOCC2)cc1C#N	10%	-1%	0%	-10%	-1	-17%	-1%	-9%	-9%
COc1ccccc1CN1CC[C@@]2(CCCN(S(=O)(=O)c3ccccc3)C2)C1	.	-5%	-6%	.	.	.	.	-2%	5%[60.1 µM]

3 entries from above, sorted by number of heavy atoms, descending:
SMILES	POLI inh	Glioma ERSR ind	APE1 inh	POLH inh	LDHA inh	Apoferritin bind	POLB inh	BLM helicase inh	POLK inh
Cc1occc1-c1nnc(SCC(=O)N(C)CCC#N)n1N	4%	-3%	7%	-10%	-3	-3%	2%	-1%	-12%
C/C(=N\NC(=O)c1cccc(F)c1)c1ccc(Br)s1	20%	0%	-2%	-3%	-3	-10%	22%	-1%	2%
CSc1nsc(SCC(=O)NC2CCCCC2)n1	6%	1%	11%	-10%	-4	-2%	35%	-1%	-11%

(listing goes on)
SMILES	POLI inh	Glioma ERSR ind	APE1 inh	POLH inh	LDHA inh	Apoferritin bind	POLB inh	BLM helicase inh	POLK inh
CCOc1cc(CNn2nnnc2N)cc(Cl)c1OCC(=O)NC(C)(C)C	8%	-3%	-3%	-13%	0	-10%	16%	-1%	7%
CC(=O)Oc1ccc(/C=N/NC2=NS(=O)(=O)c3ccccc32)cc1	-18%	-2%	26%	-14%	-1	-9%	-9%	0%	2%[60.1 µM]
CN(C)c1ccc(NC(=O)CC(NCc2ccccn2)C(=O)O)cc1 (configuration not stated)	12%	-1%	-2%	-10%	12	4%	20%	1%	-1%
Cc1c(F)cccc1NS(=O)(=O)c1ccc2c(c1)NC(=O)CO2	9%	-1%	0%	-6%	-11	-10%	89%	-3%	-7%
COc1ccc(C2=NOC(C(=O)O)C2)cc1 (configuration not stated)	-27%	-2%	0%	-3%	2	2%	3%	-1%	-7%
CN(C)C(CNC(=O)c1ccc(NS(=O)(=O)c2ccc(F)c(F)c2)cc1)c1ccccc1 (configuration not stated)	125%[activator]	-4%	10%	-12%	-6	.	.	.	-22%
COc1ccc(N2CCN(S(=O)(=O)CCNC(=O)c3cc(=O)c4ccccc4o3)CC2)cc1	14%&20%	-4%&-3%	2%	8%&-17%	-7&-7	-5%&6%	-22%&-23%	-3%&-1%	-11%
NC(N)=NC(N)=Nc1ccc(O)cc1	?	4%	-4%	-3%	-8	-4%	5%	-7%	-12%

Screening data deposited in PubChem by National Center for Advancing Translational Sciences (NCATS).

Only part of the results is shown (hit frequency here may not be typical).
